Bim-Bfl-1: inhibitors of Bim binding to Bfl-1, primary screen, biochemical, multiplexed, bead-based flow cytometry; Bcl-2-related protein A1 (Homo sapiens), Q16548; Bim-Bfl-1 binding inhibition; inhibition, % at 10 µM; 0.12% of 190,000 active;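 also: 0% = wells without compound plus tracer and 100% = blocker peptide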
RGS7-Gao reg: RGS7-Galphao binding modulators, primary screen, biochemical, multiplexed bead flow cytometry | Guanine nucleotide-binding protein G(o) subunit alpha (Homo sapiens), P09471 | actives lie on both sides | binding response (% of control), % at 10 µM | 0.35% of 220,000 active | AID 1439, 2008; in the data active = binding response below about 49% or above about 150%; inconclusive = no clear call, values can overlap the other calls; inactive = in between;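 also: fluorescent Galphao held in activated GDP-AlF4 state binding bead-coupled RGS7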
Bcl-2 Bim block: inhibitors of Bim-Bcl-2 binding, primary screen, biochemical, multiplexed, human Bcl-2 family; Apoptosis regulator Bcl-2 (Homo sapiens), P10415; Bead-based flow cytometry, Bim peptide-Bcl-2 binding; inhibition, % at 10 µM; 0.06% of 190,000 active; AID 950, 2007; in the data active = inhibition above about 40%; inconclusive = no clear call, values can overlap the other calls;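 also: 0% = no compound wells with probe peptide and 100% = reference peptide inhibitor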
Target sequence (P10415 whole entry, looked up): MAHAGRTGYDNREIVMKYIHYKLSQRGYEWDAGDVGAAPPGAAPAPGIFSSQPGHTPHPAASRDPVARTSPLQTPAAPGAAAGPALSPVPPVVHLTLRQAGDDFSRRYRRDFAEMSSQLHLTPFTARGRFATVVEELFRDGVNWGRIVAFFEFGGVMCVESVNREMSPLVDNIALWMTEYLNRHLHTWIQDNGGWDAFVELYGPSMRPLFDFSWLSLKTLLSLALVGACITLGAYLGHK
Bcl-B Bim block: inhibitors of Bim-Bcl-B binding, primary screen, biochemical, multiplexed, human Bcl-2 family; Bcl-2-like protein 10 (Homo sapiens), Q9HD36; bead-based flow cytometry, Bim peptide-Bcl-B binding; inhibition, % at 10 µM; 0.073% of 190,000 active; AID 951, 2007;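 also: 0% = tracer peptide without compound and 100% = reference inhibitor peptide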
Target sequence (Q9HD36 whole entry, looked up): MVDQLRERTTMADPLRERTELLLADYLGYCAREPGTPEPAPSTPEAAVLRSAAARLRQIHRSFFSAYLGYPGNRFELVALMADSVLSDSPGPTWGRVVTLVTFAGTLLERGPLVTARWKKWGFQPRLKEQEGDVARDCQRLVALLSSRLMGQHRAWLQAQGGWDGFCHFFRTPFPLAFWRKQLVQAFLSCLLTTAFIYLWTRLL
ABCG2 block: ABCG2 efflux pump inhibitors, primary screen, multiplex with ABCB1, IgMXP3 cells, flow cytometry; Broad substrate specificity ATP-binding cassette transporter ABCG2 (Homo sapiens), Q9UNQ0; JC-1 efflux; inhibition, % at 6.6 µM; 0.1% of 190,000 active; AID 1325, 2008;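 active = inhibition above 80%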;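 also: 0% = DMSO and 100% = nicardipine control wells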
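Read-out basis: Efflux inhibition in percent versus controls | Test system: ABCG2 IgMXP3 and barcoded ABCB1 CCRF-Adr cell mix | Quantity: 3 million cells/mL in well | Schedule: 10 min at 25 °C | Control set: Nicardipine as high control, DMSO as low control | Reagent: JC-1 as fluorescent efflux pump substrate | Signal: Flow cytometry of retained JC-1 fluorescence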
Bim-Bcl-XL: inhibitors of Bim-Bcl-XL binding, primary screen, biochemical, multiplexed, bead flow cytometry, human Bcl-XL. inhibition, % at 10 µM. Bcl-2-like protein 1 (Homo sapiens), Q07817. 0.04% of 190,000 active. Bim peptide-Bcl-XL binding, fluorescence
Target sequence (Q07817 whole entry, looked up): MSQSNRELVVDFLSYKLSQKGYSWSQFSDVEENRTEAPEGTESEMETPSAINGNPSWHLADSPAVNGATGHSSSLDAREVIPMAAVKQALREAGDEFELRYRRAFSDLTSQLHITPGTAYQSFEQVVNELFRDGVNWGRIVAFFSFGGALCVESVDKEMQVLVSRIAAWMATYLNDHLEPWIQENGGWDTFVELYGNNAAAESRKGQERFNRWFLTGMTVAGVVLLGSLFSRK
RGS4-Gao reg: modulators of RGS4 binding to Galphao, primary screen, biochemical, multiplexed bead flow cytometry; AID 1415, 2008; 0.33% of 220,000 active; Guanine nucleotide-binding protein G(o) subunit alpha (Homo sapiens), P09471; binding response (% of control), % at 10 µM; actives lie on both sides; in the data active = binding response below about 49% or above about 150%; inactive = in between;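 also: fluorescent Galphao activated with aluminum fluoride binding bead-coupled RGS4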
RGS8-Gao reg: RGS8-Galphao binding modulators, primary screen, biochemical, multiplexed bead flow cytometry | response (percent of control binding), % at 10 µM | AID 1423, 2008 | 0.34% of 220,000 active | actives lie on both sides; in the data active = response below about 60% or above about 140%; inactive = in between;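 also: Galphao activated as the GDP aluminium fluoride complex binding bead-coupled RGS8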
Bcl-W Bim block: inhibitors of Bim binding to Bcl-W, primary screen, biochemical, multiplexed, bead-based flow cytometry; Bcl-2-like protein 2 (Homo sapiens), Q92843; Bim peptide-Bcl-W binding; inhibition, % at 10 µM; 0.02% of 190,000 active; AID 952, 2007;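 also: 0% = bound tracer without compound and 100% = peptide blocker; higher means less fluorescent Bim peptide bound to Bcl-W beads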
Target sequence (Q92843 whole entry, looked up): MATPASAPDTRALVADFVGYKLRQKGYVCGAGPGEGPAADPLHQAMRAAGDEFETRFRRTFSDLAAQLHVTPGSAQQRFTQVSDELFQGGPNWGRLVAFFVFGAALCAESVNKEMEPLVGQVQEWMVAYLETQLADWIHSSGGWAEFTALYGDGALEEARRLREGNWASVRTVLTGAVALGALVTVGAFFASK
Bim-Mcl-1: inhibitors of Bim peptide binding to Mcl-1, primary screen, biochemical, bead-based flow cytometry, multiplex. inhibition, % at 10 µM. Induced myeloid leukemia cell differentiation protein Mcl-1 (Homo sapiens), Q07820. AID 1009, 2008. Bim peptide-Mcl-1 binding. 0.1% of 190,000 active;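 also: 0% = no compound tracer wells and 100% = peptide blocker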
ABCB1 block: ABCB1 efflux pump inhibitors, primary screen, cell-based, multiplex, flow cytometry, ABCG2 counter-screen | ATP-dependent translocase ABCB1 (Homo sapiens), P08183 | CCRF-Adr cells, JC-1 efflux | inhibition, % at 6.6 µM | 0.067% of 190,000 active | AID 1326, 2008; in the data active = inhibition above about 40%;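 also: 0% = vehicle and 100% = reference inhibitor; higher value means more JC-1 retained so stronger ABCB1 efflux block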
* marks the source's active call; other numbers are inactive results; ? = inconclusive; nt = no result given. Rule as the data show it, unless noted: active = inhibition above about 40%.

| SMILES | Bim-Bfl-1 | RGS7-Gao reg | Bcl-2 Bim block | Bcl-B Bim block | ABCG2 block | Bim-Bcl-XL | RGS4-Gao reg | RGS8-Gao reg | Bcl-W Bim block | Bim-Mcl-1 | ABCB1 block |
| --- | --- | --- | --- | --- | --- | --- | --- | --- | --- | --- | --- |
| O=C(O)CCCCCN1C(=O)c2ccc(C(=O)O)cc2C1=O | -6 | 111 | 3 | -3 | 0 | -3 | 106 | 105 | 0 | 2 | 0.1 |
| CN(c1ccccc1)S(=O)(=O)c1ccc(Cl)c(C(=O)Nc2ccc(-c3nc4ccccc4[nH]3)cc2)c1 | -19 | 103 | -10 | -8 | -9 | -3 | 104 | 103 | -3 | -2 | -0.9 |
| C/C=C/C(=O)OCC(=O)Nc1cccc(F)c1 | -3 | ? | 0 | 0 | 18 | 0 | 96 | 96 | 0 | 0 | 1.3 |
| Cc1cc(C(=O)N2CCN(c3ccc([N+](=O)[O-])cc3)CC2)no1 | 0 | 96 | -1 | -5 | 26 | -1 | 99 | 99 | 0 | -3 | 2.1 |
| O=C(NC(=S)NC1CCCC1)c1ccccc1Br | 1 | 102 | 2 | -2 | 1 | -2 | 103 | 102 | 0 | 2 | 0.2 |
| N#Cc1c(-c2ccccc2)nc(SCC(=O)N(c2ccccc2)c2ccccc2)[nH]c1=O | 6 | 51 | 10 | 11 | -2 | 0 | 77 | 50* | 2 | 2 | -0.6 |
| Cc1noc(C)c1C(=O)Nc1ccc(F)c(F)c1 | -8 | 104 | -4 | -11 | 1 | -2 | 98 | 100 | -1 | -2 | 0.0 |
| CCOC(=O)C(C)n1nc(/C=C/c2ccccc2)ccc1=O (stereo not drawn) | -6 | 93 | -3 | -5 | 2 | -2 | 101 | 103 | -1 | -7 | 0.5 |
| O=c1cc(CSc2nnnn2-c2ccccc2)nc2sccn12 | -3 | 101 | -2 | -2 | 1 | -1 | 103 | 103 | 1 | 1 | 0.1 |
| Cc1ccc(S(=O)(=O)CC#CCOC(=O)c2ccc([N+](=O)[O-])cc2)cc1 | 11 | 100 | 0 | -4 | 1 | -4 | 98 | 89 | 0 | -3 | 0.3 |

Reprinted at random: 3 compounds from above
| SMILES | Bim-Bfl-1 | RGS7-Gao reg | Bcl-2 Bim block | Bcl-B Bim block | ABCG2 block | Bim-Bcl-XL | RGS4-Gao reg | RGS8-Gao reg | Bcl-W Bim block | Bim-Mcl-1 | ABCB1 block |
| --- | --- | --- | --- | --- | --- | --- | --- | --- | --- | --- | --- |
| C/C=C/C(=O)OCC(=O)Nc1cccc(F)c1 | -3 | ? | 0 | 0 | 18 | 0 | 96 | 96 | 0 | 0 | 1.3 |
| O=C(O)CCCCCN1C(=O)c2ccc(C(=O)O)cc2C1=O | -6 | 111 | 3 | -3 | 0 | -3 | 106 | 105 | 0 | 2 | 0.1 |
| CN(c1ccccc1)S(=O)(=O)c1ccc(Cl)c(C(=O)Nc2ccc(-c3nc4ccccc4[nH]3)cc2)c1 | -19 | 103 | -10 | -8 | -9 | -3 | 104 | 103 | -3 | -2 | -0.9 |

Next results follow.
| SMILES | Bim-Bfl-1 | RGS7-Gao reg | Bcl-2 Bim block | Bcl-B Bim block | ABCG2 block | Bim-Bcl-XL | RGS4-Gao reg | RGS8-Gao reg | Bcl-W Bim block | Bim-Mcl-1 | ABCB1 block |
| --- | --- | --- | --- | --- | --- | --- | --- | --- | --- | --- | --- |
| CC(C)N(C(=O)C(=O)c1cccn1-c1ccccc1C#N)C(C)C | -10 | 86 | -6 | -7 | 0 | -7 | 92 | 93 | 0 | -1 | 0.2 |
| O=C(NC1CCCCCC1)C(=S)NC1CCCCC1 | 0 | ? | -2 | -30 | -1 | -9 | 101 | 98 | -5 | -7 | 0.1 |
| O=C(O)C1C2CC2CN1C(=O)c1ccc(Cl)cc1 (stereo not drawn) | -3 | 111 | 0 | -1 | 0 | -3 | 100 | 102 | 5 | -1 | -0.5 |
| COc1ccc(N2C(=O)CC(NCCNc3ccc([N+](=O)[O-])cn3)C2=O)cc1 (stereo not drawn) | -1 | 101 | 0 | -3 | 22 | 0 | 97 | 95 | -1 | -1 | 2.5 |
| CCCCc1ccc(NC(=S)NCc2cccs2)cc1 | -2 | 106 | -4 | -1 | 1 | -3 | 107 | 104 | -6 | -3 | 0.2 |
| Cn1c(NC(=O)c2ccc(Br)o2)cc(=O)n(C)c1=O | -14 | 97 | -5 | -9 | 14 | -4 | 102 | 101 | 0 | 1 | 0.9 |
| COc1cc(NC(=O)c2ccco2)c(OC)cc1NC(=O)CCC(=O)Nc1cc(C)cc(C)c1 | -7 | 99 | -4 | -1 | 1 | -7 | 100 | 101 | 7 | 4 | 0.5 |
| Cn1c(=O)c2c(nc(N3CCCCCC3)n2CCSc2nc3ccccc3o2)n(C)c1=O | -9 | 104 | -3 | -8 | 4 | -3 | 100 | 100 | -1 | 0 | 4.4 |
| Cc1cc2n(n1)SC(Nc1cccc3ccccc13)N2 (stereo not drawn) | 11 | 98 | 9 | -28 | 7 | -4 | 97 | 91 | -10 | -7 | -0.2 |
| COc1ccc(CNC(=S)Nc2cccc(C)c2C)cc1 | -20 | 103 | -11 | -13 | 15 | -10 | 103 | 102 | -7 | -7 | 0.8 |
| COc1ccc2cc3[n+](cc2c1OC)CCc1cc2c(cc1-3)OCO2 | 1 | 100 | 0 | -1 | 5 | -2 | 99 | 98 | 0 | 1 | 2.2 |
| COC(=O)/C=C/c1ccc(OC(=O)c2ccncc2)cc1 | 0 | 93 | 1 | -2 | -1 | -1 | 93 | 97 | 0 | -1 | nt |
| O=C(Nn1c(=S)[nH]c2ccccc2c1=O)c1ccncc1 | -3 | 99 | -5 | -3 | 4 | -2 | 100 | 100 | -2 | -4 | 0.1 |
| COc1ccc(CC(=O)Nc2sc(Cc3ccccc3)c(C)c2C(N)=O)cc1 | -18 | 104 | -7 | -4 | 45 | -6 | 100 | 102 | 0 | -3 | 2.2 |
| CCC(=O)Nc1cc(C(=O)OCC(=O)c2ccccc2)ccc1C | 1 | 104 | 2 | -2 | 3 | 0 | 104 | 103 | -1 | 6 | 1.8 |
| O=C(CSc1nc2ccccc2c(=O)[nH]1)NCc1ccc(Cl)cc1 | 5 | 98 | 5 | 4 | 0 | 4 | 100 | 87 | 1 | 3 | 0.2 |
| CCOc1ccc(C(CCc2ccccc2)NC(=O)c2ccccc2F)cc1OCC (stereo not drawn) | 0 | 101 | -2 | -3 | 4 | -3 | 102 | 101 | 0 | 0 | 1.2 |
| c1ccc(-c2noc(CCC3CCCC3)n2)cc1 | 0 | 98 | 0 | 1 | 0 | 0 | 99 | 98 | 5 | 2 | 0.0 |
| CCOC(=O)CSC1=C(C#N)C(c2ccco2)C(C(=O)Nc2cccc(C(F)(F)F)c2)=C(C)N1 (stereo not drawn) | -16 | 99 | -13 | -7 | 8 | 6 | 98 | 97 | -1 | -4 | 0.9 |
| c1ccc(CSc2nnc([C@@H]3CCCN3)o2)cc1 | -2 | 102 | -3 | -9 | 1 | -5 | 101 | 100 | -5 | -3 | 0.5 |
| COc1ccc(/C=N/NC(=O)CCc2c(C)n[nH]c2C)cc1O | -9 | 99 | -8 | -5 | 0 | 2 | 102 | 100 | 3 | 3 | 0.0 |
| N#CC1=C(SCC(=O)Nc2nccs2)NC(=O)CC1c1ccccc1 (stereo not drawn) | -9 | 99 | -4 | -5 | 0 | 0 | 101 | 98 | 6 | -1 | 0.2 |
| Cn1c2ccccc2c(=O)c2c(=O)n(C3CCCCC3)c(-c3cccs3)nc21 | -3 | 100 | -3 | -6 | 4 | -9 | 102 | 99 | -3 | -6 | 1.6 |
| Clc1ccc(CSc2ncn(-c3ccccc3)n2)cc1 | 11 | 113 | -1 | 0 | 18 | 2 | 114 | 132 | 4 | -7 | 0.2 |
| Cc1ccc(CSc2nnc([C@@H]3CCCN3)o2)cc1 | -2 | 99 | 0 | -6 | 1 | -3 | 97 | 99 | -3 | -1 | 0.7 |
| Cc1ccnc(NS(=O)(=O)c2ccc(NC(=O)c3ccc(S(=O)(=O)N4CC(C)OC(C)C4)cc3)cc2)n1 (stereo not drawn) | 0 | 101 | 5 | -3 | 6 | -1 | 102 | 103 | 0 | 20 | 0.0 |
| COCCn1c(N)c(N(Cc2ccccc2)C(=O)C2CCCCC2)c(=O)[nH]c1=O | -5 | ? | -3 | -3 | -1 | -3 | 98 | 101 | 1 | 0 | 0.3 |
| CCCOc1ccc(CCc2n[nH]c(=S)n2-c2ccccc2)cc1 | 4 | ? | 1 | -19 | -2 | -2 | 99 | 91 | 2 | -3 | -1.0 |
| CC1CCCCN1C(=O)CSc1nnc(-c2ccco2)n1CC1CCCO1 (stereo not drawn) | -1 | 99 | 1 | 0 | 3 | 0 | 96 | 99 | 0 | 0 | 0.9 |
| CC1=NN(c2nc(-c3ccc(F)cc3)cs2)C(=O)C1 | -10 | 104 | -2 | 0 | -1 | 0 | 100 | 103 | 5 | 2 | -0.1 |
| O=C(CCCCCn1c(=S)[nH]c2ccc(N3CCOCC3)cc2c1=O)NCCc1ccccc1 | -11 | 108 | -9 | -12 | 4 | -6 | 101 | 107 | -3 | -5 | -0.2 |
| O=S(=O)(NC12CC3CC(CC(C3)C1)C2)c1ccc(F)cc1 | -11 | 102 | -4 | -5 | 2 | 8 | 100 | 100 | 1 | 0 | -0.4 |
| CN(C)S(=O)(=O)N1CCN(CC(=O)Nc2cc(Cl)ccc2Cl)CC1 | -3 | 96 | -3 | -3 | 4 | -3 | 97 | 99 | -2 | -6 | 1.4 |
| COc1ccccc1NC(=O)COC(=O)c1ccccc1OCC(=O)Nc1ccc(SC(F)F)cc1 | -4 | 97 | -8 | -10 | 69 | -12 | 98 | 100 | -5 | -6 | 2.5 |
| CC1CCN(S(=O)(=O)c2ccc(S(=O)(=O)NCc3ccco3)cc2)CC1 | -6 | 98 | 12 | -8 | 0 | -7 | 102 | 102 | -3 | -4 | 0.4 |
| CCS(=O)(=O)N1CCN(c2cccc(C)c2C)CC1 | -9 | 93 | -6 | -7 | 3 | -3 | 98 | 103 | 0 | 0 | 0.9 |
| Cc1ccc(NC(=O)CN(C)C(=O)C2COc3ccccc3O2)cc1 (stereo not drawn) | -1 | 108 | 3 | -1 | 2 | -2 | 101 | 101 | 2 | 1 | 0.2 |
| COc1ccccc1C1C(C(N)=O)=C(C)Nc2nc(-c3ccc(Cl)cc3)nn21 (stereo not drawn) | -8 | 99 | -9 | -12 | 3 | -10 | 98 | 102 | -8 | -6 | 0.6 |
| CC(=O)N/N=C/C1=CCC2CC1C2(C)C (stereo not drawn) | 3 | ? | 3 | 4 | 4 | 2 | 102 | 101 | 0 | 0 | 1.0 |

Source: PubChem
